Source: PubChem BioAssay (The Scripps Research Institute Molecular Screening Center)
TEAD-YAP inh = TEAD-YAP interaction inhibition, primary screen, TEAD-YAP interaction inhibitor project, luminescence, HEK-TIYL cells | AID 1259422, 2018 | 640,000 compounds, 1.4% hits | TEAD-Gal4/YAP UAS-luciferase luminescence | inhibition, % at 9.12 µM; in the data active = inhibition above about 32%;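 also: 0% = median of test compound wells and 100% = reference inhibitor wells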
MITF primary = MITF inhibitors, primary screen, biochemical, AlphaScreen, human. Microphthalmia-associated transcription factor (Homo sapiens), O75030. AlphaScreen MITF homodimerization, bead proximity signal. inhibition, % at 2.6 µM. 650,000 compounds, 0.91% hits. AID 1259374, 2018; in the data active = inhibition above about 50%;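 also: 0% = vehicle wells with protein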
GPR151 activ = activators of human GPR151, primary screen, cell-based, PathHunter beta-arrestin, luminescence | PathHunter beta-arrestin GPR151 cells | activation, % at 11.2 µM | 650,000 compounds, 1% hits; in the data active = activation above about 4.9%;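 also: 0% = median of compound wells and 100% = cells with positive control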
FBW7 activator = FBW7 E3 ligase activators, primary screen, biochemical, AlphaScreen, human; F-box/WD repeat-containing protein 7 (Homo sapiens), Q969H0; AlphaScreen FBW7–phospho-cyclin E peptide binding, activator screen; normalized activity (activation), % at 26.1 µM; 650,000 compounds, 0.13% hits; AID 1259310, 2017; in the data active = normalized activity above about 1.9%;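 also: purified mutant Fbw7 with reduced substrate affinity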
Target sequence (Q969H0 whole entry, looked up): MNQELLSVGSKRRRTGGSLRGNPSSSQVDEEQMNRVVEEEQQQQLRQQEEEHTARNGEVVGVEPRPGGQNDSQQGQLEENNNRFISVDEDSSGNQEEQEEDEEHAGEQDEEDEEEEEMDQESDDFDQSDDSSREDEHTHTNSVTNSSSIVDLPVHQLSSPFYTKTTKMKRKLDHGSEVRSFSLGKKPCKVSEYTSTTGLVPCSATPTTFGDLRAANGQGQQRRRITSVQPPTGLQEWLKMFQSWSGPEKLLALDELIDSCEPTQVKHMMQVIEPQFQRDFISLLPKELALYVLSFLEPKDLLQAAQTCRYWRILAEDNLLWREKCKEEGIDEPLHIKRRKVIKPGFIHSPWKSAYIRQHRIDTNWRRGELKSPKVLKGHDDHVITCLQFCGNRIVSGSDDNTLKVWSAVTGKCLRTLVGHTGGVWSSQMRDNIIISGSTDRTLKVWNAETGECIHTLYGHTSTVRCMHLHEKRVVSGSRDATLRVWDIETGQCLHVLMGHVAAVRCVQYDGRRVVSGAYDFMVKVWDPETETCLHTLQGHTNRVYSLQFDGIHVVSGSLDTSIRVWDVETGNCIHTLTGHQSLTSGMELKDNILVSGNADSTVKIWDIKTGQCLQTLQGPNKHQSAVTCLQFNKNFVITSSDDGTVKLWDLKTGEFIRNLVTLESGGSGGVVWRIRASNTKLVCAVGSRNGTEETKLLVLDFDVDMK
* marks the source's active call; other numbers are inactive results; . = no result given. Outcome played no part in choosing rows (roughly 3.5% active in at least one column).

Compound | TEAD-YAP inh | MITF primary | GPR151 activ | FBW7 activator
O=C(NCc1nc(-c2cccnc2)n[nH]1)C1(c2ccccc2)CC1 | 3.1 | 12.5 | -0.3 | 0.1
CCc1ccc(C2C(C#N)=C(N)N(c3c(F)cccc3F)C3=C2C(=O)CCC3)s1 (stereo unspecified) | 1.8 | -6.0 | -0.8 | -0.1
Cc1ccc(N(C(C)C(=O)Nc2ccc3c(c2)OCCO3)S(C)(=O)=O)cc1C (stereo unspecified) | -7.7 | -3.7 | 0.4 | -0.2
CCOc1cc(-c2nnc(SCC(=O)Nc3cc(OC)ccc3OC)nc2-c2ccc(OC)c(OCC)c2)ccc1OC | -7.6 | -10.6 | -0.5 | -0.3
COC(=O)C1=C(C)NC2=C(C(=O)CC(C)(C)C2)C1c1ccc([N+](=O)[O-])cc1 (stereo unspecified) | -1.1 | 5.5 | 2.6 | 0.0
CCn1ncc(CNC(=O)c2cc3nc(-c4ccco4)cc(C(F)(F)F)n3n2)c1C | 20.1 | 2.2 | 5.0* | 0.3
COc1cccc(C(=O)Nc2ccc(Cl)c(-c3nc4cc(C)ccc4o3)c2)c1 | -2.0 | -5.2 | 0.3 | -0.1
COC(=O)C1=C(C(=O)OC)[C@@H]2N(C)c3ccccc3[C@@]23C[C@@H](C(=O)OC)N(C(=O)N2CCNC2=O)C3=N1 | . | 0.8 | 1.3 | 0.2

2 records picked at random from the list so far, as already listed:
Compound | TEAD-YAP inh | MITF primary | GPR151 activ | FBW7 activator
O=C(NCc1nc(-c2cccnc2)n[nH]1)C1(c2ccccc2)CC1 | 3.1 | 12.5 | -0.3 | 0.1
Cc1ccc(N(C(C)C(=O)Nc2ccc3c(c2)OCCO3)S(C)(=O)=O)cc1C (stereo unspecified) | -7.7 | -3.7 | 0.4 | -0.2

More records
Compound | TEAD-YAP inh | MITF primary | GPR151 activ | FBW7 activator
COc1ccccc1CNC(=O)CSCc1ccccc1C | -16.1 | -9.5 | -1.1 | 0.0
O=C(Nc1cccc(Br)c1)c1c(O)c2c([nH]c1=O)CCCC2 | -11.3 | -4.0 | -2.5 | 0.0
CCC[C@@H]1NC(=O)[C@H]2CN(C(=O)Oc3cccc4ccccc34)CCN2C1=O | 10.1 | 2.2 | -1.2 | -0.1
CC1=C(n2nnc([N+](=O)[O-])n2)C(c2cccnc2)C(C#N)=C(N)O1 (stereo unspecified) | 30.2 | 3.9 | 0.1 | -0.3
CC(=O)Nc1cccc(NC(=O)c2sc3ncnc(N4CCC(C)CC4)c3c2C)c1 | -4.6 | -13.7 | 2.1 | 0.0
c1ccc(CN2CCC(NCc3cccnc3)CC2)cc1 | -11.3 | 70.3* | -0.6 | 0.0
CC(=O)N1CCC(=NNc2nc3ccccc3s2)CC1 | -15.7 | -2.7 | -1.5 | 0.1
CCC(Sc1nc2n[nH]c(C)c2c(=N)n1-c1cccc(Cl)c1C)C(=O)NCCOC (stereo unspecified) | -12.8 | 10.2 | 1.0 | 0.6

Remaining list, next part.
Compound | TEAD-YAP inh | MITF primary | GPR151 activ | FBW7 activator
CCOC(=O)c1c(-c2ccc(C)o2)csc1NC1=NS(=O)(=O)c2ccccc21 | 3.7 | -2.6 | -1.1 | 0.0
O=C(COc1ccccc1)N/N=C/c1ccccc1Br | 5.7 | 9.7 | 1.1 | -0.1
Cc1ccc(OCC(=O)N/N=C/c2cc(C)ccc2O)cc1 | 10.3 | 15.3 | 0.8 | -0.1
Cc1cc(Nc2ccc(C)c(F)c2)n2nc(C)nc2n1 | -1.2 | -7.5 | 0.4 | -0.1
CCCn1c(N2CCN(Cc3ccc(Cl)c(Cl)c3)CC2)nc2c1c(=O)[nH]c(=O)n2C | 0.4 | 0.3 | -0.2 | -0.1
CCCCc1nc(SCC(=O)Nc2ccccc2OC)n[nH]1 | 11.2 | 15.0 | -0.2 | 0.1
CC(C)(C)NC(=O)NC(=O)CSc1nnc(-c2cccs2)n1CC1CCCO1 (stereo unspecified) | -0.1 | -2.1 | -1.1 | -0.1
Cc1cc(C)n(CCNC(=O)c2ccc(CN3CCSCC3)[nH]c2=O)n1 | -1.4 | 4.0 | 1.9 | -0.1

One compound at a time, from the list above. Order of values: TEAD-YAP inh, MITF primary, GPR151 activ, FBW7 activator
Listed for Cc1ccc(OCC(=O)N/N=C/c2cc(C)ccc2O)cc1 = 10.3, 15.3, 0.8, -0.1
Listed for CCCCc1nc(SCC(=O)Nc2ccccc2OC)n[nH]1 = 11.2, 15.0, -0.2, 0.1
Listed for CCOC(=O)c1c(-c2ccc(C)o2)csc1NC1=NS(=O)(=O)c2ccccc21 = 3.7, -2.6, -1.1, 0.0
Listed for CCCn1c(N2CCN(Cc3ccc(Cl)c(Cl)c3)CC2)nc2c1c(=O)[nH]c(=O)n2C = 0.4, 0.3, -0.2, -0.1

Further structures follow:
Compound | TEAD-YAP inh | MITF primary | GPR151 activ | FBW7 activator
CC(C(=O)Nc1ccc(Br)cc1F)c1ccc([N+](=O)[O-])cc1 (stereo unspecified) | -11.6 | 16.1 | 4.6 | 0.2
COc1cc(C(=O)NCCOc2ccccc2Cl)cc(OC)c1OC | 6.0 | 15.7 | -0.7 | 0.0
COc1nc(NCc2cccnc2)nc(-c2ccc(C(=O)NC3CC3)cc2)n1 | -1.6 | 10.3 | -0.5 | 0.0
CCC1CCCCN1C(=O)COC(=O)C1=COCCO1 (stereo unspecified) | 0.0 | 2.9 | 1.2 | -0.1
CCCc1cc2c(=S)c(-c3cc4ccccc4o3)c(C)oc2cc1OC | 0.8 | 1.3 | 0.9 | -0.1
CC(=O)c1ccc(NC(=O)Cn2c(-c3cncs3)nc3ccccc32)cc1 | 11.2 | -1.6 | 0.5 | 0.0
O=C(Cn1c(-c2cnccn2)nc2ccccc21)NCc1c(F)cccc1F | 2.3 | 6.7 | -1.1 | 0.2
O=C(CSc1nc2ccsc2c(=O)n1Cc1ccc2c(c1)OCO2)N1CCN(c2ccccc2)CC1 | 10.3 | -2.1 | -0.3 | -0.2

Continuation:
Compound | TEAD-YAP inh | MITF primary | GPR151 activ | FBW7 activator
Cc1cc(C)cc(OCCNC(=O)CCCCCN2C(=O)c3ccccc3C2=O)c1 | -0.6 | -3.0 | -0.7 | -0.1
O=S1(=O)N=C(Nc2ccccc2Sc2ccccc2)c2ccccc21 | -20.7 | 2.6 | 2.7 | 0.1
O=C(NCc1ccccc1)c1cc(N2C(=O)C=CC2=O)ccc1Cl | -5.3 | -0.4 | 1.9 | 0.0
CC(=O)NC1=NC(=O)/C(=C/c2cc([N+](=O)[O-])c(N3CCOCC3)cc2N2CCOCC2)S1 | 4.2 | 6.6 | -0.3 | -0.2
CCOc1ccc(C(=O)C[n+]2ccc(C(=O)NCc3ccccc3)cc2)cc1 | 1.0 | 0.7 | -0.8 | 0.2
CC(C(=O)NCC1CCCO1)N(C(=O)c1ccc(-c2ccccc2)[nH]1)C1CCCC1 (stereo unspecified) | -3.1 | 0.7 | 0.2 | 0.1
CC(C)C(NS(=O)(=O)c1ccc2c(c1)oc(=O)n2C)C(=O)NCc1ccccc1 (stereo unspecified) | 3.2 | 18.2 | -0.5 | 0.2
COc1ccc(NC(=O)C(Cc2ccc([N+](=O)[O-])cc2)N2C(=O)c3ccccc3C2=O)cc1 (stereo unspecified) | 4.0 | 8.6 | 0.8 | 0.0

(next part)
Compound | TEAD-YAP inh | MITF primary | GPR151 activ | FBW7 activator
Cn1c(CCNC(=O)c2ccco2)nc2cc(NC(=O)Nc3ccccc3)ccc21 | 5.1 | -4.2 | -5.0 | 0.1
O=C(N[C@H]1C[C@H]2C(=O)N[C@@H](CSCc3ccccc3)C(=O)N2C1)c1cc(F)c(F)cc1F | -13.2 | 4.1 | -1.6 | 1.2
CCCS(=O)(=O)N1CCc2ccc(NC(=O)Nc3cc(Cl)ccc3OC)cc2C1 | 10.0 | 8.6 | 0.2 | 0.0
CC(OC(=O)C(C)N1C(=O)C2C3C=CC(C4CC34)C2C1=O)C(=O)c1ccccc1 (stereo unspecified) | 10.9 | 8.0 | 2.9 | 0.4
Cc1nnc2n1NC(c1ccc(Cl)cc1)C(C(=O)c1ccc(F)cc1)S2 (stereo unspecified) | 1.5 | 7.7 | 0.5 | -0.1
O=[N+]([O-])c1ccc2c(c1)C=C1CCCCC1(N1CCCC1)O2 (stereo unspecified) | -19.3 | 1.9 | 0.2 | -0.1
CCN(CC)CCNc1ncnc2c1cnn2-c1ccccc1 | 0.9 | 9.8 | -2.3 | 0.0
Cc1ccc(Cn2ccc(NC(=O)C3C4CCC(C4)C3C(=O)O)n2)cc1 (stereo unspecified) | 2.7 | -5.0 | 1.1 | -0.1

The list continues:
Compound | TEAD-YAP inh | MITF primary | GPR151 activ | FBW7 activator
Cc1cccc(NC(=O)c2ccc(NCc3ccc4c(c3)OCO4)c([N+](=O)[O-])c2)c1 | 5.6 | 3.9 | 2.5 | -0.1
CS(=O)(=O)Nc1ccccc1C(=O)N1CCN(C(c2ccccc2)c2ccccc2)CC1 | 1.5 | 19.4 | 0.0 | 0.5
CCCCOc1ccccc1C1NC(=O)NC(C)=C1C(=O)OCC(C)C (stereo unspecified) | -10.3 | 1.8 | 0.0 | 0.0
Cc1ccc(S(=O)(=O)N(C)CCOc2cccc(Br)c2)cc1 | 16.8 | -1.2 | 0.1 | 0.1
O=C(OCc1c(F)cccc1Cl)C1CC(=O)N(c2ccc(OCc3c(F)cccc3Cl)cc2)C1 (stereo unspecified) | 3.1 | 5.4 | 2.2 | 0.0
COc1ccc(OC)c(C(c2nnnn2Cc2ccccc2)N2CCN(C)CC2)c1 (stereo unspecified) | -2.9 | 0.1 | 0.9 | 0.1
CCOc1ccc(C(=O)Nc2ccc(C(=O)Nc3cccc4ccccc34)cc2)cc1Cl | -4.4 | 8.1 | 0.1 | 0.2
O=C1C(=O)N(CCCN2CCOCC2)C(c2ccco2)/C1=C(/O)c1ccc(Cl)cc1 (stereo unspecified) | -1.7 | -13.8 | 1.6 | -0.1

Following part.
Compound | TEAD-YAP inh | MITF primary | GPR151 activ | FBW7 activator
COc1ccc(CNC(=O)c2cc(-c3ccc(OC)c(OC)c3)on2)cc1 | 4.3 | 2.2 | 1.0 | 0.0
CCOc1ccc(C2c3[nH]c4ccccc4c3CCN2C(=O)C[n+]2cc(=O)o[nH]2)cc1 (stereo unspecified) | 4.5 | 8.0 | 0.7 | -0.1
CCOc1c(Cl)cc(C(=O)O)cc1OC | -1.3 | -23.4 | 6.4* | -0.2
CC1CCc2nn(CC(=O)NCCc3ccccc3)cc2C1 (stereo unspecified) | -10.0 | -3.7 | 0.0 | 0.1
Cc1cccc(NC(=S)N2CCC(N(C)CC3CCCO3)CC2)c1 (stereo unspecified) | -21.9 | 2.2 | -0.8 | 0.2
COc1cc(C(=O)Nc2ccc3oc(-c4cccc(Cl)c4)nc3c2)cc(OC)c1OC | 1.2 | 16.4 | -2.1 | 0.0
O=S(=O)(c1ccc(F)cc1)c1nc(-c2ccco2)oc1NCC1CCCO1 (stereo unspecified) | 16.8 | 19.8 | 2.0 | 1.1
O=C(Nc1cc(F)c(F)cc1Cl)OC/C=C\c1ccccc1 | 7.2 | 2.5 | 1.3 | 0.3

(continued)
Compound | TEAD-YAP inh | MITF primary | GPR151 activ | FBW7 activator
O=C(Cn1c2ccccc2c(=O)c2ccccc21)Nc1ccc(OCc2ccccc2)cc1 | -4.9 | -3.5 | -0.8 | 0.1
CCOC(=O)c1c(NC(=O)COC(=O)c2cc3c(s2)CCC3)sc(C(N)=O)c1C | -1.2 | 50.3 | 0.1 | -0.1
O=C(c1nc2ccccn2c1CNCCN1CCCCC1CO)N1CCOCC1 (stereo unspecified) | 4.5 | 3.5 | -0.5 | 0.3
CC1CC(C)CN(CCCNC(=O)CNC(=O)Cn2cnc3ccccc3c2=O)C1 (stereo unspecified) | -5.2 | -7.9 | -1.3 | -0.1
COc1cc(NC(=O)CN2CCN(S(=O)(=O)c3cccc([N+](=O)[O-])c3)CC2)cc(OC)c1 | 6.1 | 11.7 | 1.0 | 0.0
O=[N+]([O-])c1ccc(O)c(Nc2cc(Nc3cccc(O)c3)c3nonc3c2[N+](=O)[O-])c1 | 3.6 | 16.6 | 0.6 | 0.0
COc1ccc(O[C@@H]2O[C@@H]3COC(c4ccccc4)O[C@H]3[C@H](O)[C@H]2NC(C)=O)cc1 (stereo partly specified) | 2.3 | 4.2 | 0.6 | 0.1
Cc1nc(N2CCCCC2)c2c(C)c(C(=O)N(C)C3CCCCC3)sc2n1 | 0.8 | 2.2 | -0.3 | 0.2

(cont.)
Compound | TEAD-YAP inh | MITF primary | GPR151 activ | FBW7 activator
COc1cccc(NC(=S)N/N=C2\CC(=O)c3ccccc32)c1 | -16.2 | 2.7 | -0.7 | -0.2
Cc1cccn2c(=O)c3cc(C(=O)N4CCC(C)CC4)n(C)c3nc12 | -15.8 | -11.0 | -1.0 | -0.1
COc1ccccc1/C=C/C=C1N=C(/C=C/c2cccc(Cl)c2Cl)OC\1=O | 2.1 | 14.4 | -0.6 | 0.1
O=C(NCc1cccnc1)C1CCN(c2ccc(NC3CCN(Cc4ccccc4)CC3)nn2)CC1 | 12.5 | -9.4 | 0.0 | -0.1
O=C(O)c1cccc([N+](=O)[O-])c1C(=O)Nc1nc2ccccc2s1 | -4.8 | 11.8 | -0.9 | 0.1
